SENP6 inh = blocks the human protease SENP6 | hit rate 1.8% among 330,000 | AID 2599 | Recombinant SENP6 catalytic domain, aminoluciferin luminescence | inhibition, % at 10 µM;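 active = inhibition above about 50% at the single tested dose, limit read from the data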;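 also: plate controls were DMSO wells with enzyme for no effect and DMSO wells lacking enzyme for full effect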
SENP7 inh = inhibitors of human SENP7 protease | Q9BQF6 | recombinant SENP7, Z-RLRGG-aminoluciferin luminescence, 40 min | hit rate 1.5% among 330,000 | inhibition, % at 5 µM;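 active = inhibition above about 50% at the single test dose, limit read from the data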;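 also: plate controls were DMSO with enzyme for no effect and no enzyme buffer wells for full effect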
Target sequence (Q9BQF6 706-1050 limits assumed): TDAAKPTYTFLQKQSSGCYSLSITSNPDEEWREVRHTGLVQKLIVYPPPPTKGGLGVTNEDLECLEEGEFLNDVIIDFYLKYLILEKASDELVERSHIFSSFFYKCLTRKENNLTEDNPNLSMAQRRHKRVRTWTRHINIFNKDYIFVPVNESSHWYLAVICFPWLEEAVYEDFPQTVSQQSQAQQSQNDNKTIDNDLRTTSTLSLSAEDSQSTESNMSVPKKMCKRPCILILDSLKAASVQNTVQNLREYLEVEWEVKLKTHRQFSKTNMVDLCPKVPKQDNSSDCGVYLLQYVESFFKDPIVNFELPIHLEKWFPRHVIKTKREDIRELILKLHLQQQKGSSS
Apaf1 inhib = inhibitors of human Apaf-1 apoptosome | reconstituted apoptosome caspase-3 activity, DEVD-Rh110 fluorescence | inhibition, % at 20 µM | hit rate 0.71% among 330,000 | AID 489030; active = inhibition of at least 40% at 20 µM;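 also: plate controls were DMSO wells for no effect and DEVD-CHO caspase inhibitor wells for full effect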
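System: Apoptosome proteins | Medium: Hepes pH 7.5 with detergent and BSA | Also added: Cytochrome c trigger plus (Z-DEVD)2-Rh110 caspase-3 substrate | Incubation: 30 min compound preincubation, 50 min activation, room temperature | Detection: Rhodamine 110 fluorescence at Ex 480/Em 540 nm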
SENP8 block-1 = SENP8 (human) protease inhibition; Q96LD8; recombinant SENP8, Nedd8 substrate fluorescence; inhibition, % at 20 µM; hit rate 0.64% among 360,000; AID 602440; in the data active = inhibition mostly above about 40%, no sharp cut-off; inactive = mostly below about 27%
Target sequence (Q96LD8 whole entry, looked up): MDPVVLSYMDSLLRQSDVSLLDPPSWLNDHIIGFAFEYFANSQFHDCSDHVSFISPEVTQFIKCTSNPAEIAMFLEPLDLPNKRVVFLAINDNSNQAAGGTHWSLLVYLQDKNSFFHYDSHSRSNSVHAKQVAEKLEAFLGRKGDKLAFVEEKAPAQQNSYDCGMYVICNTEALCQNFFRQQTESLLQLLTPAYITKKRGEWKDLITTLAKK
A3G deaminase = inhibitors of human APOBEC3G DNA deaminase; Q9HC16; hit rate 0.28% among 330,000; recombinant A3G, ssDNA deamination FAM/TAMRA fluorescence; inhibition, % at 20 µM;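 active = inhibition of at least 40% at 20 µM, with no more than 30% in the related APOBEC3A deaminase screen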;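 also: plate controls were DMSO wells with A3G for no effect and wells lacking A3G enzyme for full effect; some compounds called inactive have numbers as strong as hits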
SENP8 block-2 = blocks the human protease SENP8; hit rate 1.2% among 330,000; Q96LD8; purified SENP8, Z-RLRGG-aminoluciferin cleavage, luminescence; inhibition, % at 10 µM; AID 2540; in the data active = inhibition above about 50%
UBC13 polyUb = inhibitors of human UBC13 polyubiquitin chain formation; inhibition, % at 20 µM; TR-FRET; P61088; hit rate 0.47% among 330,000; AID 485273; in the data active = inhibition above about 45%, passing the limit was not always enough
Target sequence (P61088 whole entry, looked up): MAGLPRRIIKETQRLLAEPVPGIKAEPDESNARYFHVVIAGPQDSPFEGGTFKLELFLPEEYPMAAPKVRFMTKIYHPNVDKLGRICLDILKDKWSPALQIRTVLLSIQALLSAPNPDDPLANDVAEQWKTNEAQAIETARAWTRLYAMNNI
SENP1 FRET inh = inhibitors of human SENP1 SUMO protease catalytic domain. Q9P0U3. recombinant SENP1 catalytic domain, CyPet-SUMO1-YPet FRET cleavage. inhibition, % at 10 µM. hit rate 0.21% among 360,000;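 active = inhibition at least 30% at 10 µM, raw YFP signal under a set limit, fluorescence ratio 0.5 to 1.5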;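 also: 0% = enzyme with DMSO and 100% = no enzyme wells; some results filed as inactive read as strong as hits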
Target sequence (Q9P0U3 419-644 limits assumed): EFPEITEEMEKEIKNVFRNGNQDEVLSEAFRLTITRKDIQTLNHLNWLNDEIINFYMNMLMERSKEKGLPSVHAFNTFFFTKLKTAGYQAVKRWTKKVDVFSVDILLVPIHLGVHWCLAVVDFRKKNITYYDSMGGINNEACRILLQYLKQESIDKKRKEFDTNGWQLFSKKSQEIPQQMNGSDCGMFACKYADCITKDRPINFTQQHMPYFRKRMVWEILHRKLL
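Controls: no-enzyme wells low, DMSO-plus-enzyme wells high control. Test system: human recombinant His6-tagged SENP1 catalytic domain enzyme. Reagent: SFCypet-SUMO1-SFYpet FRET protein substrate, 25 nM final. Doses: one dose per compound, 10 µM, 0.5% DMSO. Detection: FRET, CFP and YFP emission. Timing: 50 min reaction at room temperature.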
The depositor's hits bear a star; nt = not tested or not shown.

SMILES | SENP6 inh | SENP7 inh | Apaf1 inhib | SENP8 block-1 | A3G deaminase | SENP8 block-2 | UBC13 polyUb | SENP1 FRET inh
COC(=O)c1ccc(S(=O)(=O)c2ccc(C(=O)OC)s2)s1 | -6 | 4 | 3 | nt | -1 | 3 | 2 | nt
COc1ccccc1/C=C/CN1CCN(Cc2ccc(C)o2)C(CCO)C1 (stereo unspecified) | -1 | -8 | -3 | 8 | -5 | -6 | 0 | -6
COc1cccc(N2C(=O)CC(N3CCC(C(N)=O)(N4CCCCC4)CC3)C2=O)c1 (stereo unspecified) | 4 | 12 | 7 | 11 | 2 | 7 | -3 | 1
O=C(CSc1nnc2ccc(-c3ccccn3)nn12)NCCc1ccccc1 | -3 | 3 | 1 | -46 | 0 | 5 | -6 | 1
O=C1c2ccccc2C(=O)N1CCSc1nnc(-c2ccco2)n1Cc1ccccc1 | -22 | -11 | -6 | 10 | -10 | -10 | 9 | 0
Cc1cc(NC(=O)CCN2CCCCC2)ccc1Br | 16 | 1 | -13 | 13 | -7 | -6 | 7 | 0
CCN(CC)c1cccc(OC(=O)c2cccnc2Cl)c1 | -34 | -4 | 11 | 14 | 0 | -8 | -3 | 3
NC(=O)c1ccccc1Br | -17 | -3 | -5 | 14 | -9 | -2 | 9 | 3
CCS(=O)(=O)c1ncc(Cl)c(C(=O)Nc2ccccc2OC)n1 | -8 | 16 | -1 | 18 | -1 | -6 | 5 | 2
Cc1ccc(S(=O)(=O)NCCC(=O)NCC(c2cccs2)N(C)C)cc1 (stereo unspecified) | -24 | -5 | 3 | 7 | -6 | -9 | -12 | 0
C=CCOC(=O)CCCCCCCC | 0 | 2 | -5 | 0 | -4 | -6 | -8 | -1
C=CCNc1sc(C(=O)C2CC2)c(N)c1C#N | -8 | 7 | -2 | -14 | -5 | -1 | -3 | -76

Exported with values under each structure: part of the list above.
Every second line gives: SENP6 inh	SENP7 inh	Apaf1 inhib	SENP8 block-1	A3G deaminase	SENP8 block-2	UBC13 polyUb	SENP1 FRET inh
> O=C1c2ccccc2C(=O)N1CCSc1nnc(-c2ccco2)n1Cc1ccccc1
    -22	-11	-6	10	-10	-10	9	0
> CCN(CC)c1cccc(OC(=O)c2cccnc2Cl)c1
    -34	-4	11	14	0	-8	-3	3
> Cc1cc(NC(=O)CCN2CCCCC2)ccc1Br
    16	1	-13	13	-7	-6	7	0
> Cc1ccc(S(=O)(=O)NCCC(=O)NCC(c2cccs2)N(C)C)cc1 (stereo unspecified)
    -24	-5	3	7	-6	-9	-12	0
> NC(=O)c1ccccc1Br
    -17	-3	-5	14	-9	-2	9	3
> C=CCNc1sc(C(=O)C2CC2)c(N)c1C#N
    -8	7	-2	-14	-5	-1	-3	-76

(cont.)
SMILES | SENP6 inh | SENP7 inh | Apaf1 inhib | SENP8 block-1 | A3G deaminase | SENP8 block-2 | UBC13 polyUb | SENP1 FRET inh
CN1CCN(C2=Nc3cc(Cl)ccc3Nc3ccccc32)CC1 | 0 | 6 | 0 | 5 | -3 | -3 | -18 | 1
CC(C)(C)C1CCC(=NNC(=O)CN(c2ccccc2)S(=O)(=O)c2ccccc2[N+](=O)[O-])CC1 (stereo unspecified) | 2 | 4 | 5 | 20 | -5 | 0 | -3 | 3
CC(NCC(=O)NCCc1ccc(S(N)(=O)=O)cc1)c1ccc(F)cc1 (stereo unspecified) | -5 | 11 | 0 | 4 | -8 | 3 | -9 | -1
CCOC(=O)c1cccc(NC(=O)Cn2nc(C)n3cccc3c2=O)c1 | 9 | 6 | -1 | -5 | 9 | -2 | -2 | -2
COc1cccc(CN2CCN(Cc3ccccc3C(F)(F)F)CC2)c1 | -5 | 1 | 17 | 21 | 5 | 10 | -4 | 0
CC(=O)N1CCN(c2ccc(S(=O)(=O)N3CCCCC3)cc2[N+](=O)[O-])CC1 | -5 | -6 | -4 | 14 | -6 | 13 | -8 | 0
O=C(COC(=O)/C=C/c1ccccc1)NCc1ccc(Cl)cc1 | -14 | -3 | -4 | 9 | -8 | -3 | 15 | 0
CC(=O)c1cccc(NC(=O)c2cc(C(C)C)on2)c1 | 17 | -2 | 3 | 20 | -4 | -4 | 10 | 3
COc1ccc(-n2cc(CNCc3cccnc3)c(-c3cccc(F)c3)n2)cc1 | 2 | -1 | -12 | -97 | -4 | -11 | 14 | 0
COc1ccc(CC(=O)NC(C)c2nnc(SCc3nc4ccccc4c(=O)[nH]3)n2C)cc1 (stereo unspecified) | -22 | -9 | 5 | 6 | -1 | -3 | -4 | -6
O=C(Nc1ccc(S(=O)(=O)Nc2ccnn2-c2ccccc2)cc1)C(F)(F)F | -4 | -7 | -2 | 14 | -2 | 2 | 7 | 1
CCN(CC)CC(=O)Nc1ccc(C)cc1C(=O)c1ccccc1 | -3 | -2 | -7 | 16 | -8 | 4 | 2 | 0
CCn1c(SCC(=O)N2CCN(C(=O)c3ccco3)CC2)nnc1C(C)C | -4 | -7 | 1 | 20 | -11 | -13 | -6 | 2
CCOC(=O)Cc1csc(NC(=O)c2c(-c3c(F)cccc3Cl)noc2C)n1 | 1 | -5 | 20 | -17 | 1 | 2 | -1 | -1
Cc1nn(-c2cc(N3CCCC3)ccc2[N+](=O)[O-])c(=O)c2ccccc12 | 0 | 7 | 9 | 19 | 4 | -2 | -30 | -1
COC(=O)c1ccc(NC(=O)Nc2ccc(F)c(Cl)c2)cc1 | -50 | 58* | 3 | 4 | 2 | -1 | -2 | 4
CN(c1ccccc1)c1ccc(/C=c2\s/c(=C(/C#N)C(=O)C(C)(C)C)n(Cc3ccco3)c2=O)cc1 | 8 | 4 | -6 | nt | -25 | 8 | -83 | nt
Cc1ccc(S(=O)(=O)N(C)C)cc1NC(=O)COc1ccccc1C(=O)Nc1ccccc1 | -14 | 2 | 9 | -11 | -1 | 6 | 6 | 1
CSc1nc2ccc3nc(NC(=O)c4cccs4)sc3c2s1 | 31 | -5 | -6 | -250 | -7 | 11 | 6 | -8
COc1cc(/C=N/NC(=O)CC#N)ccc1Oc1nc(Cl)ncc1F | 20 | -9 | -12 | 13 | 10 | -5 | -1 | -8
COn1c(-c2ccccc2)nc2c1CCc1nonc1-2 | 22 | 9 | 1 | 11 | 0 | -2 | 3 | -2
Cc1cccc(OCc2nnc(SCC(=O)c3c(N)n(C4CC4)c(=O)[nH]c3=O)o2)c1 | 6 | -1 | 10 | 24 | 2 | 3 | 0 | 0
COc1ccccc1/C=N\NC(=O)c1c(C)nc2ccc(Cl)cn12 | -8 | -6 | -10 | -15 | -6 | -7 | 0 | -2
CC1(c2cccc(Br)c2)NC(=O)N(CC(=O)NC2CCCCC2)C1=O (stereo unspecified) | -14 | 1 | -8 | 14 | -8 | 0 | 0 | 2
Nc1nc(SCC(=O)N2CCCc3ccccc32)n[nH]1 | -8 | -9 | -11 | 13 | -7 | 6 | 5 | 0
Cc1cc(C(=O)N2CCCC(C(=O)c3cccc(C(F)(F)F)c3)C2)nc(C)n1 (stereo unspecified) | -24 | -12 | -5 | 9 | -7 | -13 | -6 | 2
CCOc1ccc(NC(=S)NC23CC4CC(CC(C4)C2)C3)cc1 | 0 | -7 | 8 | 33 | -6 | -11 | 5 | 2
CCOC(=O)c1c(C)oc2cc(Br)c(O)c(Br)c12 | 3 | 1 | -5 | 6 | -7 | -1 | -1 | 1
CCOc1cc(/C=N/Nc2nc(-c3cccs3)c(NC(C)=O)s2)ccc1O | 2 | 4 | -12 | -175 | -2 | -7 | 5 | 6
CCCn1ccc(O)c(Cc2ccc(Cl)cc2)c1=O | -13 | -1 | 3 | 9 | -6 | -9 | -4 | 2
CC(=O)Nc1cccc(NC(=O)c2ccccc2OCc2c(C)noc2C)c1 | -3 | 3 | -3 | 5 | -7 | 14 | -3 | 1
COc1ccc2[nH]c3c(c2c1)CCN1C(=O)N([C@@H](C)C(=O)NCc2c(F)cccc2Cl)C(=O)[C@]31C | -2 | -1 | 13 | 8 | 16 | -1 | 10 | -9
C=CCn1c(N2CCN(c3ccc(OC)cc3)CC2)nc2c1c(=O)[nH]c(=O)n2C | 10 | 5 | -5 | 11 | -4 | 9 | 12 | 3
CN1CCC(N(C)C(=O)c2ccccc2Nc2ccc(SC(F)F)cc2)CC1 | 11 | 14 | -21 | 8 | 0 | -1 | 4 | -1
CCN(CC(=O)Nc1ccc2c(c1)OCCO2)CC(=O)Nc1cc(C)on1 | -2 | -3 | -15 | 5 | -6 | -3 | 7 | 0
N#Cc1ccc(COc2cccc3cccnc23)cc1 | -15 | 1 | 2 | -61 | -8 | -9 | 6 | 1
Cc1ccc(S(=O)(=O)Nc2cccc(C(=O)NCc3ccccn3)c2)cc1F | -14 | -5 | -4 | 4 | -7 | -6 | 6 | -1
CC1CCC(C(=O)NC(C(=O)NCCCN2CCOCC2)C(C)C)CC1 (stereo unspecified) | 2 | -4 | 7 | 7 | -4 | 3 | -9 | 1
CCC(Oc1ccccc1)C(=O)Nc1nc2c(s1)C(=O)CC(C)(C)C2 (stereo unspecified) | 5 | -6 | 4 | -181 | -7 | 9 | 1 | 1
Cc1c(C)n(C)c2ccc(C(=O)NCCCN3CCN(c4ccccc4F)CC3)cc12 | 7 | -10 | 32 | -72 | -2 | -14 | 6 | -13
O=C1[C@@H]2[C@H](C(=O)N1Cc1cccnc1)[C@H]1C=C[C@@H]2C1 | -13 | -7 | -2 | 13 | -7 | -6 | -5 | 2
Cc1cccc(NC(=O)CCN2CC(C)CC(C)C2)c1 (stereo unspecified) | -10 | 2 | -5 | 12 | -3 | 1 | 3 | 0
COC(=O)CCS(=O)(=O)c1ccc(NC(C)=O)cc1 | -15 | -7 | -3 | 36 | -7 | -2 | -5 | 3
O=C(CN1C(=O)c2ccccc2S1(=O)=O)NCc1ccco1 | -3 | 5 | 5 | 4 | -2 | 0 | -9 | 2
CCOc1cccc2sc(=NC(=O)CCS(=O)(=O)c3ccccc3)n(CC)c12 | 1 | 3 | 16 | -124 | -3 | 1 | 15 | -6
Cc1nn(C)c(C)c1/C=C(/C(=O)C(C)(C)C)n1cncn1 | -4 | -4 | -16 | 28 | -2 | -2 | -2 | -1
CC(C)C(C)NC(=O)COc1ncnc2ccccc12 (stereo unspecified) | 4 | 13 | 5 | -21 | -5 | -17 | 2 | -1
Cc1nnc(N2C(=O)C(O)=C(C(=O)c3ccco3)C2c2cccc3ccccc23)s1 (stereo unspecified) | -7 | -1 | -12 | -19 | -9 | 5 | 2 | 19
Cc1ccc(S(=O)(=O)/N=C(/Nc2cccc(C(=O)O)c2)c2ccccc2)cc1 | -14 | -6 | -2 | 10 | -1 | -6 | -6 | 1
O=c1[nH]c2ccc(S(=O)(=O)N3CCN(c4ccccc4)CC3)cc2[nH]c1=O | -3 | -8 | -7 | -44 | -6 | -5 | -14 | -1
COc1ccc(-n2nc(C(=O)NCc3ccco3)c3c4ccccc4n(C)c3c2=O)cc1Cl | -21 | -7 | 20 | -259 | -9 | -9 | 25 | 0
O=C(Nc1cccc2ccccc12)N1CCN(c2ccc(F)cc2)CC1 | -15 | -1 | 15 | -495 | 1 | -5 | 3 | -2
CCOCCn1c(CN2CCCC(C)C2)nc2c1c(=O)n(C)c(=O)n2C (stereo unspecified) | -2 | 2 | -8 | 7 | -1 | 3 | 0 | -1
Cc1ccccc1CS(=O)(=O)Cc1ccc(C(=O)NC2CCCC2)o1 | -14 | 4 | -5 | -4 | -3 | -8 | -4 | -1
COC(=O)c1sc(-c2ccc(Cl)cc2)cc1NC(=O)CSCC(=O)O | -13 | 12 | 0 | -75 | -4 | -18 | -29 | 2
CS(=O)(=O)N1CCCC(C(=O)Nc2ccc(F)cc2F)C1 (stereo unspecified) | -7 | -11 | 2 | 4 | -6 | 1 | 0 | 2

The order is random; any-hit rate near 3.6%.
